High-throughput results from PubChem BioAssay.
ADAM10 inh = ADAM10 inhibition, QFRET primary screen | inhibition, % at 7 µM | 0.62% of 370,000 active | O14672 | AID 720582 | recombinant ADAM10, EDANS/DABCYL FRET peptide cleavage, 3 h;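 active means inhibition above a per-campaign cutoff equal to the mean of compounds falling between control-based bounds plus 3 SD, cut at about 20% in these data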;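 further: 0% = DMSO wells while the 100% control is not disclosed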
Target sequence (O14672 214-748 limits assumed): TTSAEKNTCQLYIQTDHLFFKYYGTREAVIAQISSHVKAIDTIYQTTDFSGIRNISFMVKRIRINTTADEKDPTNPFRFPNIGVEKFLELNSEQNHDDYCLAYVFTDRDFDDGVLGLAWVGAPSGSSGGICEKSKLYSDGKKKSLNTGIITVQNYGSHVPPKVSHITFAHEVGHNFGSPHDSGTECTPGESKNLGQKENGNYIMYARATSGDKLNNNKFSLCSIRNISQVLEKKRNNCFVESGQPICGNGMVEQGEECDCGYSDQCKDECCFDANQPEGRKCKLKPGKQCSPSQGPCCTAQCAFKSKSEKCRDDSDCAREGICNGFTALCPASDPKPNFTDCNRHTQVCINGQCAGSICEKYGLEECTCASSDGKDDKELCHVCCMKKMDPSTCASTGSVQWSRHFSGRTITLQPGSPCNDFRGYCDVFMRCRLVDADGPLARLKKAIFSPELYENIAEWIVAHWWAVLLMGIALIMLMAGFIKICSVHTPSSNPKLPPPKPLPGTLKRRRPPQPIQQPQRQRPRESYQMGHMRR
hgDAF12 agonist = agonists of H. glycines DAF-12 nuclear receptor; HEK293 GAL4-hgDAF12 UAS-luciferase reporter, agonist luminescence; normalized to butyrate control; activation, % at 6.8 µM; 1.8% of 370,000 active; AID 687014;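 active means activation above a cutoff set at the mean of all screened compounds plus 3 SD, cut at about 10% in these data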;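 further: 0% = DMSO wells and 100% = sodium butyrate wells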
ssDAF-12 act = S. stercoralis DAF-12 activation, primary screen; AID 652126; HEK293 ssDAF-12/GRIP1 lit1-tk-luc reporter, luminescence; % of 3 µM dafachronic acid response; 1% of 370,000 active; activation, % at 6.8 µM;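 active means activation above the mean over all tested compounds plus 3 SD, cut at about 0.9% in these data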;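 further: 0% = DMSO-only wells and 100% = 3 µM delta7-dafachronic acid wells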
GC-A act = GC-A (human) enzyme activation; activation, % at 10 µM; HEK293 GC-A cells, cGMP TR-FRET, EC30 ANP; 0% at EC30 ANP, 100% saturating ANP; 0.14% of 370,000 active; in the data active means activation above about 40%
GAA850 FXN act = increases GAA850 frataxin promoter reporter activity; HEK293 lucGAA850 FXN promoter luciferase reporter, 24 h; percent of 10 µM SAHA response; activation, % at 6 µM; 0.56% of 360,000 active; AID 540364;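 active means activation above the average of all compounds screened plus 3 SD, cutoff fixed separately per campaign, cut at about 7.5% in these data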;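 further: 0% = DMSO wells and 100% = 10 µM SAHA wells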
DAX1 inh-1 = DAX1 (NR0B1) inhibition, primary screen | HEK293T StAR-luciferase reporter, SF-1/DAX-1 repression relief | inhibition, % at 6.8 µM | 1.1% of 370,000 active | AID 652010;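 active means inhibition above the mean over all tested compounds plus 3 SD, cut at about 3.6% in these data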;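 further: 0% = DAX-1 cells with DMSO and 100% = cells lacking DAX-1 with DMSO; higher inhibition means more luminescence from relief of DAX-1 repression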
SMARCA2 activ = SMARCA2 function activation, primary screen. activation, % at 9.1 µM. MG213 cells, MMTV-luciferase reporter, dexamethasone, overnight. 1% of 370,000 active; in the data active means activation above about 7.8%;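 further: 0% = vehicle wells and 100% = reference activator wells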
DAX1 inh-2 = NR0B1 (DAX1) inhibition. HEK293 Gal4-DAX1 luciferase reporter, luminescence. inhibition, % at 6.75 µM. 0.99% of 340,000 active. AID 504766. P51843;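 active means inhibition above the mean over all tested compounds plus 3 SD, cut at about 4.2% in these data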;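 further: 0% = DAX1-transfected cells with DMSO and 100% = empty-vector control cells with DMSO; inhibition shows as a rise in luminescence from relieved DAX1 repression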
hcDAF12 agonist = activates DAF-12 receptor from parasite H. contortus; HEK293 hcDAF-12 lit1-tk-luc reporter, luminescence; 0% DMSO, 100% Δ7-dafachronic acid; activation, % at 6.8 µM; 1.4% of 370,000 active;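 active means activation above the mean of all tested compounds plus 3 SD, cut at about 5.5% in these data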;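 further: 100% = response to 3 µM Δ7-dafachronic acid high control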
GC-B act = GC-B (human) receptor activation; P20594; activation, % at 10 µM; HEK293-GC-B cells, CNP EC30, cGMP TR-FRET; 0% at EC30 CNP, 100% saturating CNP; 0.11% of 370,000 active;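 active means activation at 10 µM reaching about 35% in either raw or pattern-adjusted values, limit read from the data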
sPLA2-III inh = Blocks human group III sPLA2 activity; inhibition, % at 12.2 µM; QFRET BODIPY PC-A2 liposome hydrolysis, fluorescence; AID 743126; Q9NZ20; 0.56% of 370,000 active;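 active means inhibition above mean plus 3 SD of compounds lying within the high and low control bounds, cut at about 19% in these data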;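 further: 0% = median of test compound wells and 100% = no enzyme DMSO wells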
Target sequence (Q9NZ20 whole entry, looked up): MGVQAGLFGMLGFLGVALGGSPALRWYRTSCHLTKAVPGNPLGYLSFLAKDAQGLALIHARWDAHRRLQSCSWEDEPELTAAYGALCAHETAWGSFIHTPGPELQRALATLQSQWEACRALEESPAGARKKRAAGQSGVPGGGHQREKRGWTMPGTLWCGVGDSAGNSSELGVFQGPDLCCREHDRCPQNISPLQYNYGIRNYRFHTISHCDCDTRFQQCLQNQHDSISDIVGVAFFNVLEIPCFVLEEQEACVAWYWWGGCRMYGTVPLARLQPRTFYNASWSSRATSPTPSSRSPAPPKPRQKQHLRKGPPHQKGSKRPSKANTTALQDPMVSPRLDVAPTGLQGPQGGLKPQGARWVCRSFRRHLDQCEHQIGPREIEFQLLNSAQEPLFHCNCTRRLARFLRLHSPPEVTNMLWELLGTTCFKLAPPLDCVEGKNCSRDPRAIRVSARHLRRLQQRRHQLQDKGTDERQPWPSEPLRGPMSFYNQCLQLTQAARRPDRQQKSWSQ
An asterisk follows results filed as active; i = inactive; x = no result given.

SMILES	ADAM10 inh	hgDAF12 agonist	ssDAF-12 act	GC-A act	GAA850 FXN act	DAX1 inh-1	SMARCA2 activ	DAX1 inh-2	hcDAF12 agonist	GC-B act	sPLA2-III inh
O=C(COC(=O)c1cc(Cl)ccc1O)NCCC1=CCCCC1	-12	0.8	-1.3	-2	-0.4	-1.5	1	0.5	-1.4	1	1
CC(C)(C)NC(=O)Cn1ccc(=N)c2ccccc21	-18	1.8	-1.2	4	-3.0	-0.2	1	1.0	-1.4	3	-5
COc1ccc(CN2CCN(C(=O)c3cccs3)CC2)c(OC)c1OC	6	-2.3	-1.0	0	0.6	0.1	-3	0.1	-0.4	6	7
CC(C)C(=O)c1ccc(O)c(O)c1	4	-0.3	-1.3	1	3.7	0.3	-5	2.9	-0.9	2	11
Cn1c(C(=O)N2CCOCC2)cc2c(=O)n3ccccc3nc21	i	1.4	-0.1	8	0.7	-0.4	0	0.9	-1.6	-2	1
O=C(Cc1cccc2ccccc12)Nc1ccc2oc(-c3ccccc3)nc2c1	-37	-1.3	-0.8	1	1.3	-1.1	-4	-0.1	-0.8	0	-1
CNc1cccc2c1C(=O)c1ccccc1C2=O	0	3.3	-1.1	11	3.6	0.7	6	1.6	0.2	-5	13
CC1(C)Cc2c(sc(NC(=O)C3CC(Cl)=CCC3C(=O)O)c2C#N)CO1 (centres undefined)	0	1.1	-1.2	0	0.4	-0.8	-3	-0.3	1.5	2	-2
Nc1[nH]ncc1-c1ccc(Cl)cc1	-3	6.1	0.3	1	-0.7	-0.7	1	0.0	2.4	4	3
COc1ccc(O)c(C(=O)c2cc(SCC(=O)O)c3nc4sc5c(c4c(=O)n3c2)CCCC5)c1	-15	-1.4	-1.0	-11	-1.4	0.7	-4	0.5	-1.4	-6	-2
Cc1ccc(S(=O)(=O)N2CCCC2C(=O)Nc2nc3c(s2)CCCC3)cc1 (centres undefined)	-3	-3.7	-1.7	2	-4.1	-2.2	-3	-1.3	-2.4	1	-25
Cc1ccc(NC(=O)NCCN2CCN(C(=O)Nc3ccc(C)cc3)CC2)cc1	10	-1.7	-0.9	-3	-0.6	0.2	-1	0.8	0.0	1	-11
CCOC(=O)CSC(CC)C(=O)Nc1nnc(C(C)C)s1 (centres undefined)	4	-1.1	-1.2	4	-0.3	1.1	1	-0.3	-0.7	-2	-1
CC(C)[C@H](NC(=O)c1cccc(S(=O)(=O)N2CCOCC2)c1)C(=O)Nc1nccs1	-2	7.3	-0.3	0	1.9	-0.2	0	0.2	3.1	5	-1
CCN(Cc1ccccc1)C(=O)CSc1nc(C)cc2c1C(=O)OC2	4	-1.0	-0.9	-2	1.1	-0.8	1	-0.5	-1.8	-1	1
CC(C)CCN1CN(S(=O)(=O)c2cccs2)c2nc3ccccc3nc21	-113	2.3	-1.0	3	2.1	0.6	4	-0.3	-0.6	-1	1
O=C(c1ccco1)N1CCN(C(=O)c2ccccc2OCc2ccc(Cl)cc2)CC1	-1	-3.1	-1.4	-1	0.7	0.0	0	0.2	-3.1	-4	0
COc1cccc(CC(NC(C)=O)C(=O)NC2CCN(C(=O)c3ccc(Cl)cc3)CC2)c1 (centres undefined)	5	-0.1	-1.2	4	-4.2	-0.2	-1	0.8	0.6	7	3
CCOC(=O)C1=C(CSc2nc3ccccc3s2)NC(=O)NC1c1cccc([N+](=O)[O-])c1 (centres undefined)	-3	-5.4	-2.6	-13	1.4	-1.3	-7	-3.0	-3.8	-12	-16
Cc1ccc(NC(=O)c2oc3ccc(S(=O)(=O)N4CCOCC4)cc3c2C)cc1C	0	-0.1	-1.4	3	-1.5	0.2	-3	-0.9	-0.9	4	1
COc1ccc(C=O)cc1COc1ccc(F)cc1F	5	0.4	-1.1	26	1.2	-0.3	0	1.1	-1.8	-1	3
O=C(NCC(=O)N1CCCCCCC1)c1ccccc1Cl	-4	3.4	-0.7	0	1.3	-0.3	-1	0.3	-0.6	-2	4
O=C(O)c1nn2c(C(F)(F)F)cc(-c3cccs3)nc2c1Cl	7	4.0	-1.4	-5	1.5	-0.5	-4	0.8	3.6	-1	16
Cc1nc2ccccc2nc1N1CCC(C)CC1	-5	0.5	-0.7	1	3.9	-0.5	-2	0.4	1.0	2	0
COc1cccc(C2NC(=S)N(Cc3ccc(Br)cc3)C(C)=C2C(C)=O)c1 (centres undefined)	8	-3.0	-0.8	2	x	-1.0	-1	x	-1.0	-5	0

(more compounds)
SMILES	ADAM10 inh	hgDAF12 agonist	ssDAF-12 act	GC-A act	GAA850 FXN act	DAX1 inh-1	SMARCA2 activ	DAX1 inh-2	hcDAF12 agonist	GC-B act	sPLA2-III inh
CCOc1cc2c(cc1OCC)CN(C(=O)c1cccc(S(=O)(=O)N3CCCC3)c1)CC2	-8	-2.6	-1.5	0	1.5	-1.5	-4	-1.4	-1.4	-8	7
Cc1cccc(-n2c(CCCN3C(=O)c4ccccc4C3=O)nc3ccccc3c2=O)n1	-8	0.6	-0.9	-2	0.1	-0.4	0	0.7	0.4	3	6
CCCCCCCCCCCCCC(=O)O	-2	1.4	-1.3	6	1.3	0.3	1	0.4	0.1	3	-5
NC(=S)N=Nc1ccc(NN=C(N)N)cc1	-2	1.2	-1.1	-3	0.0	0.0	-4	0.6	0.6	-2	0
CCCSc1nnc(NC(=O)Nc2ccc(F)cc2)s1	12	2.1	-2.0	13	-0.7	-0.6	-1	-0.2	-1.2	16	-2
CC(=O)Nc1cc2c(cc1C(=O)c1ccccc1)OCCO2	-3	1.1	-1.1	2	-0.1	-1.0	0	-1.0	0.7	4	2
Cc1nnc(SCC2=C(C(=O)O)N3C(=O)C(NC(=O)Cn4ncc(Cl)c4C)C3SC2)s1 (centres undefined)	-3	1.3	-1.3	0	1.4	-0.1	0	1.7	-0.5	6	7
Cc1ccc(OCCC(=O)OCC(=O)NNC(=O)c2ccccc2)cc1	-12	0.5	-0.6	10	-0.3	1.7	-3	-0.9	0.9	-2	4
Cc1nc(S(=O)(=O)Cc2ccccc2)nc2c1CCC2	5	-2.0	-1.3	3	2.9	-0.1	4	0.1	-1.2	1	-2
O=C(Nc1cccc(OC(=O)c2ccco2)c1)c1ccco1	11	2.2	-0.6	1	-0.3	0.7	2	0.7	1.9	-3	3
c1ccc(-c2nnc(-c3ccccn3)nc2NC2CCCCC2)cc1	2	-10.0	-1.7	-2	-12	-3.5	4	-2.7	-3.0	-2	-4
COc1ccccc1/C=N/n1c(N)c(S(=O)(=O)c2cccs2)c2nc3ccccc3nc21	3	4.8	-1.5	0	0.4	0.1	-2	1.5	-1.6	3	3
Cc1ccc(NC(=S)N2CCCC(O)C2)cc1 (centres undefined)	-2	3.8	0.2	2	3.6	0.8	4	1.1	0.6	3	4
Cc1ccc(OCC(=O)NCCNC(=O)c2ccco2)cc1C	1	1.1	-1.0	5	-2.2	-0.3	-2	0.3	-0.4	0	4
O=C(NCC(=O)N1CCN(S(=O)(=O)c2ccccc2F)CC1)c1ccc2ccccc2c1	2	-0.7	-0.7	0	-1.9	-1.6	2	0.0	-0.7	-2	-2
CCOc1ccc(OCC)c(NC(=O)CSc2nc3c(c(=O)n(C)c(=O)n3C)n2C(C)C)c1	-5	-5.2	-1.8	x	0.5	-0.4	-3	-0.5	-3.2	x	9
Cc1ccccc1OCC(=O)Nc1ccccc1C(=O)N1CCCCC1	6	-0.5	-1.5	-3	2.4	1.7	-1	2.1	-1.1	-4	-2
COC(=O)C1=C(Nc2ccccc2NS(=O)(=O)c2ccc(C(F)(F)F)cc2Cl)CSC1	5	1.9	-1.1	-3	1.1	1.4	1	1.2	1.2	1	-5
CCOC(=O)C(CC)n1cnc2c(nnn2-c2ccc(C)cc2)c1=O (centres undefined)	18	1.9	-1.7	-2	1.1	0.3	0	0.4	-0.8	-7	10
COc1ccc(C(=O)NCc2ccc(-n3cccc3)cc2)cc1OC	1	0.7	-0.7	0	-0.6	0.0	-4	1.9	-1.5	1	-9
Cc1ccc(C)c(NC(=O)CN(C)C(=O)COc2ncnc3sccc23)c1	-13	-0.4	-1.2	0	2.6	-0.6	-2	0.1	-1.4	1	4
O=C(N/N=C/c1cc([N+](=O)[O-])ccc1O)c1ccc2c(c1)OCCO2	1	0.5	-1.9	-4	-2.1	0.4	-4	-0.9	-0.8	-3	12
CCn1nc([N+](=O)[O-])c(C(C#N)c2nc3ccccc3n2C)c(Cl)c1=O (centres undefined)	-10	-0.8	-0.8	-1	2.5	0.2	0	-0.1	1.8	0	6
CCOc1ccc(N2CC(C(=O)NCCc3ccc(F)cc3)CC2=O)cc1 (centres undefined)	-4	-0.6	-0.9	3	-1.4	-0.2	2	-0.3	0.1	2	-1
O=C(O)c1ccc(N/N=C/c2c(F)cccc2Cl)cc1	4	3.7	-0.1	6	-3.4	1.6	-2	-4.5	2.3	-4	2

Reformatted with bars between the fields: three of the compounds above.
SMILES | ADAM10 inh | hgDAF12 agonist | ssDAF-12 act | GC-A act | GAA850 FXN act | DAX1 inh-1 | SMARCA2 activ | DAX1 inh-2 | hcDAF12 agonist | GC-B act | sPLA2-III inh
CCCSc1nnc(NC(=O)Nc2ccc(F)cc2)s1 | 12 | 2.1 | -2.0 | 13 | -0.7 | -0.6 | -1 | -0.2 | -1.2 | 16 | -2
CC(=O)Nc1cc2c(cc1C(=O)c1ccccc1)OCCO2 | -3 | 1.1 | -1.1 | 2 | -0.1 | -1.0 | 0 | -1.0 | 0.7 | 4 | 2
Cc1nnc(SCC2=C(C(=O)O)N3C(=O)C(NC(=O)Cn4ncc(Cl)c4C)C3SC2)s1 (centres undefined) | -3 | 1.3 | -1.3 | 0 | 1.4 | -0.1 | 0 | 1.7 | -0.5 | 6 | 7

Continuation.
SMILES	ADAM10 inh	hgDAF12 agonist	ssDAF-12 act	GC-A act	GAA850 FXN act	DAX1 inh-1	SMARCA2 activ	DAX1 inh-2	hcDAF12 agonist	GC-B act	sPLA2-III inh
O=C(Nc1csc(Cl)c1)c1ccccc1	7	5.5	-0.8	-1	3.3	0.9	2	x	-0.4	3	-2
Cn1nnnc1SCC(=O)Nc1ccc2c(c1)OCCO2	8	15*	0.2	2	4.2	6.5*	6	4.0	3.1	0	6
Cc1cccc(C)c1OCc1n[nH]c(=S)o1	3	0.7	-1.2	1	2.1	0.0	3	-0.8	-1.2	1	12
CC1=C(C(=O)N(C(C)C)C(C)C)CC(CC(=O)NC2CC2)C(=O)N1Cc1ccccc1 (centres undefined)	1	3.5	-0.9	0	x	-0.4	-4	x	-0.6	3	3
Nc1ccn(-c2ncc(C(F)(F)F)cc2Cl)c(=O)n1	-8	0.4	-1.1	0	0.7	-0.7	0	-0.2	1.2	2	2
Cn1nccc1NC(=O)COCC(=O)O	1	-0.3	-1.1	4	1.4	0.2	-1	-1.7	-0.7	1	3
O=C(NCc1ccc(Cl)cc1)c1cc([N+](=O)[O-])ccc1Cl	13	-0.7	-1.4	-3	4.3	-0.5	0	-0.7	0.0	-4	2
CC(C)NC(=O)CSc1nc2sccc2c(=O)n1-c1ccccc1	5	1.4	-1.1	1	-0.6	0.5	2	-1.1	-1.5	6	0
COCCNC(=S)NCc1ccc2[nH]c3c(c2c1)CCCC3	-17	-3.5	-1.1	1	-4.4	-1.9	-1	-1.3	-2.3	-2	16
Cc1cccc(NC(=O)c2ccc3nccnc3c2)n1	2	3.3	-0.9	0	3.4	0.7	1	1.5	0.4	-4	-2
